# BCLXL inh: inhibitors of human Bcl-xL. inhibition, % at 10.9 µM. Q07817. GST-Bcl-xL / FITC-Bim BH3 peptide fluorescence polarization. hit rate 0.7% among 320,000;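 active = inhibition above the mean of all tested compounds plus 3 SD, cutoff set per campaign, cut at about 30% in these data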;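 also: 0% = DMSO wells and 100% = unlabeled Bim-BH3 peptide competitor; inhibitors lower millipolarization by displacing the labeled peptide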
# MCL1-BIM inh: inhibitors of human MCL1 binding to BIM-BH3 peptide. Q07820. GST-MCL1 / FITC-Bim-BH3 fluorescence polarization. inhibition, % at 10.9 µM. hit rate 0.68% among 320,000. AID 2057;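 active = inhibition above the mean inhibition of all tested compounds plus 3 SD, set per campaign, cut at about 40% in these data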;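 also: 0% = DMSO wells and 100% = unlabeled Bim-BH3 peptide control; higher means more loss of mP so more displacement of Bim peptide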
# VLA-4 inh: inhibition in a human VLA-4 binding assay. AID 2557. hit rate 0.2% among 330,000. inhibition, % (about 7 µM as worked out from the volumes in the protocol). P13612. VLA-4 expressing cells, ligand binding flow cytometry; in the data active = inhibition above about 50%
# Target sequence (P13612 whole entry, looked up): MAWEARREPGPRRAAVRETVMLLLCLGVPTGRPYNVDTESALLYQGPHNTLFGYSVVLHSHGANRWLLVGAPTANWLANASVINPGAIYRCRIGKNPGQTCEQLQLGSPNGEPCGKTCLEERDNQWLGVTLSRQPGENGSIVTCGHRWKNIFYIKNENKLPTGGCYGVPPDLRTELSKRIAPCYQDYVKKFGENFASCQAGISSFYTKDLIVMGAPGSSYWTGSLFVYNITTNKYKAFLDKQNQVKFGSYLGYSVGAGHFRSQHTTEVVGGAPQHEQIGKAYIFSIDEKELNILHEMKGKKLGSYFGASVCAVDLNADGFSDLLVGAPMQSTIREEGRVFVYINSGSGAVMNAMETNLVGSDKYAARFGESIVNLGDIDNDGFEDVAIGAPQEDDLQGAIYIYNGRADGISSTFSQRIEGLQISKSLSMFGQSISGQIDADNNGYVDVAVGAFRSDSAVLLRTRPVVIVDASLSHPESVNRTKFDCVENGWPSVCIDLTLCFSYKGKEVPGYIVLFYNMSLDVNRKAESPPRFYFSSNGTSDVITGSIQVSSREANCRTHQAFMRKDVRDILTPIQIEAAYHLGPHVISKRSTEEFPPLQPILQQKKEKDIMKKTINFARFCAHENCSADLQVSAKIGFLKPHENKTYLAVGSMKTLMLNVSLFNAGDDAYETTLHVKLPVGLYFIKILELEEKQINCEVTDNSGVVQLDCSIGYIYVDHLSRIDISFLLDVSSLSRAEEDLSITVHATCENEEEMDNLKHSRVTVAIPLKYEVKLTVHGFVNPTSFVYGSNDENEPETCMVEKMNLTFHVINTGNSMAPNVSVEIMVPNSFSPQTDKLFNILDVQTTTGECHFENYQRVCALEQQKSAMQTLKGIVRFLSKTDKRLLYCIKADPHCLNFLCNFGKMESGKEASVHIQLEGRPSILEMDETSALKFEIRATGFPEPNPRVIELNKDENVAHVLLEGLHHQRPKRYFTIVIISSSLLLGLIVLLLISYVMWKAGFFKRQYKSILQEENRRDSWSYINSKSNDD
# Fam108B counter: Fam108B inhibition, counter-screen for RBBP9 inhibitors; recombinant Fam108B, FP-Rh probe fluorescence polarization; inhibition, % at 9.51 µM; hit rate 0.33% among 300,000; AID 1947;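 active = inhibition above the screen mean inhibition plus 3 SD, computed separately per campaign, cut at about 18% in these data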;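 also: inhibitors lower polarization as less probe binds the enzyme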
# GLD-1 TGE inh: GLD-1-TGE RNA interaction inhibition (C. elegans). Q17339. purified GLD-1 + fluorescein TGE RNA, fluorescence polarization. inhibition, % at 5.96 µM. hit rate 0.44% among 320,000;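 active = percent inhibition above a per-plate cutoff, the plate mean of test compounds plus 3 SD, cut at about 30% in these data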;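 also: 0% = DMSO wells with GLD-1 and probe and 100% = wells lacking GLD-1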
# MEX-5 binding: C. elegans MEX-5 TCR-2 RNA binding activity; Q9XUB2; MEX-5/FITC-TCR2 RNA binding, fluorescence polarization; stronger effect = lower value; activity score (negative = inhibition of binding), % at 10 µM; hit rate 0.38% among 300,000;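 active = inhibition past about -25% in most replicates, and total fluorescence under double the plate's negative control median, limit read from the data; inconclusive = replicates evenly split on the limit, or fluorescence at least double controls; inactive = too little inhibition in most replicates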;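 also: 0% = DMSO and -100% = 5 µM competing unlabeled TCR2 RNA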
# Efflux pump mplx: inhibitors of Candida antifungal efflux pumps expressed in yeast. AID 485275. S. cerevisiae Candida pump triplex, Nile Red efflux. inhibition, % at 10 µM. hit rate 0.44% among 330,000;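 active = plate passing quality check with inhibition over a set limit, or well fluorescence over plate mean plus 4 SD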;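 also: Nile Red retained in pooled yeast measured as flow cytometry median fluorescence; 0% = buffer negative control and 100% = Enniatin B positive control; higher means more Nile Red kept so more efflux inhibition; some compounds called inactive have numbers as strong as hits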
# PME-1 inh: PME-1 (human) inhibition. Q9Y570. recombinant PME-1, FP-Rh probe fluorescence polarization. inhibition, % at 5.9 µM. hit rate 0.53% among 320,000;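 active = inhibition above the campaign mean of all compounds plus 3 SD, cut at about 26% in these data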;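 also: competitive labeling of PME-1 active site by serine hydrolase directed probe; 0% = PME-1 with DMSO and 100% = wells lacking PME-1 enzyme; inhibitors block probe labeling so polarization falls and inhibition rises; many of its hits are not listed in these tables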
# GRK2 aptamer HTS: inhibitors of human GRK2 displacing RNA aptamer; hit rate 0.59% among 330,000; P25098; AID 488847; inhibition of aptamer binding, % at 10 µM; bead flow cytometry, FAM-aptamer displacement from GRK2;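 active = inhibition of aptamer binding above 40%, roughly 3 SD of noise, on plates passing a quality check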;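 also: median bead fluorescence of bound FAM aptamer so fluorescent compounds give negative values; no value below 0 was filed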
# * marks the source's active call; other numbers are inactive results; u = inconclusive; x = no result given.
SMILES	VLA-4 inh	GLD-1 TGE inh	Fam108B counter	BCLXL inh	PME-1 inh	GRK2 aptamer HTS	MCL1-BIM inh	Efflux pump mplx	MEX-5 binding
Cc1ccc(NS(=O)(=O)c2c(C)[nH]c(C)c2C(=O)N2CCCCC2)cc1C	-4	0	-1	0	2	2	4	-0.2	2.9
CC1CN(S(=O)(=O)c2ccc(C(=O)Nc3ccc(S(=O)(=O)Nc4ncccn4)cc3)cc2)CC(C)O1 (stereo unspecified)	16	2	1	-1	1	2	1	0.2	-1.9
CCOc1ccc(N2C(=O)Nc3ccccc3C2(O)C(=O)NCc2ccc(F)cc2)cc1 (stereo unspecified)	8	-1	-2	6	-2	0	23	0.2	2.3
COc1ccc(CCNC(=O)COC(=O)/C=C/c2ccc3c(c2)OCO3)cc1	-12	-6	x	x	x	1	x	-0.1	x
CC(=O)c1cc2c(cc1NC(=O)c1c(-c3ccccc3)noc1C)OCO2	0	0	-4	3	0	0	-1	0.1	0.6
O=C1c2ccccc2C(=O)N1Cc1ccco1	-2	-3	-3	4	0	0	-2	0.0	0.4
CCCCNS(=O)(=O)c1ccc2nc(SCC(=O)Nc3ccccc3)[nH]c2c1	-5	5	-3	2	-2	0	0	-0.3	-0.3
O=Cc1cccn1Cc1ccccc1[N+](=O)[O-]	1	7	2	7	-4	4	1	0.1	1.6
CS(=O)(=O)N(CC(=O)N1CCCCC1)c1cccc(F)c1	-1	-11	2	-2	2	0	-8	0.2	-4.0
O=c1c2nnn(-c3cccc(F)c3)c2ncn1Cc1ccccn1	0	-5	1	-1	11	1	-2	0.1	1.5
CN(C)/N=C/C=C1\CC/C(=C\c2ccc(Br)cc2)C1=O	-2	-28	-6	-7	-8	0	-9	0.1	0.7
O=C(O)CCC(=O)NCc1ccc2[nH]c3c(c2c1)CCCC3	-1	9	-1	15	-2	0	9	-0.2	u
COc1cc(CNc2ccc(N3CCN(C(C)=O)CC3)cc2)ccc1OCc1ccc(F)cc1	1	-2	-1	9	4	2	12	-0.2	1.9
CS(=O)(=O)N1CCc2cc(C(=O)Nc3cccc([N+](=O)[O-])c3)ccc21	-8	-5	-1	4	3	0	-3	-0.1	0.8
O=C(N/N=C/c1cc([N+](=O)[O-])ccc1O)C12CC3CC(CC(C3)C1)C2	19	-2	1	4	-1	0	14	0.0	-0.3
CSc1ccc(-c2c(C#N)c(N)nc3c2CCCC3)cc1	12	3	-3	0	-8	1	4	0.0	1.0
CCOc1ccc(CN2CCC(C(=O)Nc3cccc(-c4ccn[nH]4)c3)CC2)cc1Cl	-12	-1	-2	4	7	0	2	-0.1	-1.6
Cc1oc(C(C)(C)C)cc1C(=O)N1CCN(c2ccc(C(F)(F)F)cn2)CC1	2	5	-3	1	-1	4	3	-0.2	1.1
CC1=C(C(N)=O)C(c2ccccc2)n2nc(-c3cccs3)nc2N1 (stereo unspecified)	5	-6	-1	3	0	1	5	0.1	2.8
O=C(CCC1CCCN(Cc2ccc3c(c2)OCCO3)C1)NCc1ccccc1F (stereo unspecified)	11	3	4	-6	0	3	-6	0.2	0.2
O=C(N/N=C/c1cccs1)c1[nH]ncc1Br	11	x	x	x	x	2	x	0.1	1.8
CN(C)CCC=C1c2ccccc2C=Cc2ccccc21	11	2	-4	2	2	0	0	-0.1	x
Nc1c([N+](=O)[O-])c(=O)sc2ccccc12	18	3	-7	9	-1	1	4	-0.3	4.5
CCN(CC(=O)Nc1ccc(NC(C)=O)cc1)C(=O)c1ccc(NC2CC2)c([N+](=O)[O-])c1	11	3	0	-8	1	1	-18	-0.2	1.6
COc1ccc(OC)c(NC(=O)C2CCN(c3nc(C)cc(C)n3)CC2)c1	7	3	3	2	-7	4	1	-0.1	0.1
COCCn1cnc2c1c(=O)n(Cc1ccc(C#N)cc1)c(=O)n2Cc1ccccc1	-3	-2	3	1	0	1	-2	0.2	-0.7
CCC(CCC(=O)Nc1cccc([N+](=O)[O-])c1)C(=O)O (stereo unspecified)	12	-1	-3	-1	-1	5	-4	-0.1	x
CNC(=O)COC(=O)CCC(=O)c1ccc(Cl)cc1	1	-4	1	-1	0	1	3	0.2	2.0
O=C(COc1ncnc2ccccc12)N1CCN(S(=O)(=O)c2ccccc2)CC1	26	-2	3	5	21	1	0	0.3	2.3
Cc1ncc(CN2CCCC(C(=O)Nc3ccc(-n4ccnc4C)cc3)C2)cn1 (stereo unspecified)	11	-2	-1	1	-1	2	0	-0.1	1.2

# Some of the entries so far, with two lines to a compound:
# Sequence of screens – VLA-4 inh	GLD-1 TGE inh	Fam108B counter	BCLXL inh	PME-1 inh	GRK2 aptamer HTS	MCL1-BIM inh	Efflux pump mplx	MEX-5 binding
COc1ccc(CCNC(=O)COC(=O)/C=C/c2ccc3c(c2)OCO3)cc1
 : -12	-6	x	x	x	1	x	-0.1	x
CC(=O)c1cc2c(cc1NC(=O)c1c(-c3ccccc3)noc1C)OCO2
 : 0	0	-4	3	0	0	-1	0.1	0.6
O=C1c2ccccc2C(=O)N1Cc1ccco1
 : -2	-3	-3	4	0	0	-2	0.0	0.4
CCCCNS(=O)(=O)c1ccc2nc(SCC(=O)Nc3ccccc3)[nH]c2c1
 : -5	5	-3	2	-2	0	0	-0.3	-0.3
O=Cc1cccn1Cc1ccccc1[N+](=O)[O-]
 : 1	7	2	7	-4	4	1	0.1	1.6
CS(=O)(=O)N(CC(=O)N1CCCCC1)c1cccc(F)c1
 : -1	-11	2	-2	2	0	-8	0.2	-4.0
O=c1c2nnn(-c3cccc(F)c3)c2ncn1Cc1ccccn1
 : 0	-5	1	-1	11	1	-2	0.1	1.5
CN(C)/N=C/C=C1\CC/C(=C\c2ccc(Br)cc2)C1=O
 : -2	-28	-6	-7	-8	0	-9	0.1	0.7
O=C(O)CCC(=O)NCc1ccc2[nH]c3c(c2c1)CCCC3
 : -1	9	-1	15	-2	0	9	-0.2	u
COc1cc(CNc2ccc(N3CCN(C(C)=O)CC3)cc2)ccc1OCc1ccc(F)cc1
 : 1	-2	-1	9	4	2	12	-0.2	1.9
CS(=O)(=O)N1CCc2cc(C(=O)Nc3cccc([N+](=O)[O-])c3)ccc21
 : -8	-5	-1	4	3	0	-3	-0.1	0.8
O=C(N/N=C/c1cc([N+](=O)[O-])ccc1O)C12CC3CC(CC(C3)C1)C2
 : 19	-2	1	4	-1	0	14	0.0	-0.3
CSc1ccc(-c2c(C#N)c(N)nc3c2CCCC3)cc1
 : 12	3	-3	0	-8	1	4	0.0	1.0
CCOc1ccc(CN2CCC(C(=O)Nc3cccc(-c4ccn[nH]4)c3)CC2)cc1Cl
 : -12	-1	-2	4	7	0	2	-0.1	-1.6
Cc1oc(C(C)(C)C)cc1C(=O)N1CCN(c2ccc(C(F)(F)F)cn2)CC1
 : 2	5	-3	1	-1	4	3	-0.2	1.1
CC1=C(C(N)=O)C(c2ccccc2)n2nc(-c3cccs3)nc2N1 (stereo unspecified)
 : 5	-6	-1	3	0	1	5	0.1	2.8
O=C(CCC1CCCN(Cc2ccc3c(c2)OCCO3)C1)NCc1ccccc1F (stereo unspecified)
 : 11	3	4	-6	0	3	-6	0.2	0.2
O=C(N/N=C/c1cccs1)c1[nH]ncc1Br
 : 11	x	x	x	x	2	x	0.1	1.8

# Later entries.
SMILES	VLA-4 inh	GLD-1 TGE inh	Fam108B counter	BCLXL inh	PME-1 inh	GRK2 aptamer HTS	MCL1-BIM inh	Efflux pump mplx	MEX-5 binding
Cc1c(C)c2cccnc2c2ncccc12	17	6	x	1	2	0	13	0.5	x
O=C(O)c1cccc(CSc2ncn[nH]2)c1	4	-2	-1	6	-1	1	1	-0.1	0.2
Cc1cc(C(=O)Nc2ccccn2)cs1	1	-1	5	-4	3	1	-3	-0.1	-2.7
O=C(Cc1ccc(S(=O)(=O)N2CCOCC2)s1)Nc1cc(C(F)(F)F)cc(C(F)(F)F)c1	-14	10	x	3	-31	1	-5	-0.1	x
Cc1sc(NC(=O)CN(Cc2ccc(F)cc2)C(=O)C(C)(C)C)c(C(N)=O)c1C	-5	4	0	1	0	0	8	-0.1	-1.6
CCN1CCN(C(CNS(=O)(=O)c2ccc(OC)c(C)c2)c2cccnc2)CC1 (stereo unspecified)	-17	0	10	1	3	0	7	-0.1	-1.0
CN(C)S(=O)(=O)c1ccc(N2CCCC2)c(C(=O)NCC(=O)Nc2ccc(F)c(F)c2)c1	0	8	x	6	4	4	5	0.1	x
O=C(Nc1ccc(S(=O)(=O)Nc2ccccc2F)cc1)N1CCCCC1	5	5	2	0	8	3	1	0.1	-0.1
O=C(Cn1c(=O)sc2ccccc21)Nc1ccccc1C(=O)O	3	2	0	10	-5	2	6	-0.2	0.3
CCS(=O)(=O)c1nc(S(=O)(=O)c2ccc(C)cc2)c(N2CC(C)CC(C)C2)s1 (stereo unspecified)	6	-3	-1	-1	-3	0	2	-0.1	1.3
Cc1ccc(S(=O)(=O)NN2Cc3ccccc3C2=N)cc1	-8	10	-2	8	1	2	-1	0.0	-0.7
CN(C)C(CNC(=O)CCC(=O)c1ccc(Br)cc1)c1ccccc1 (stereo unspecified)	9	-3	2	4	2	3	1	1.1	-0.1
Cc1ccnc(Sc2nc3c(c(=O)[nH]c(=O)n3C)n2CCCc2ccccc2)n1	1	2	-3	3	-7	2	26	-0.1	1.4
COC(=O)c1ccc(N=NN2CCCCCC2)cc1	8	0	-4	5	-5	0	-4	4.9	-0.7
CN(C)S(=O)(=O)Oc1cccc(C(=O)Nc2cccc(Cl)c2)c1	17	5	-3	4	-8	4	2	-0.1	1.5
CC(=O)NC(c1ccc(C)cc1)c1cc([N+](=O)[O-])c2cccnc2c1O (stereo unspecified)	3	5	1	2	4	2	-1	-0.1	2.2
CCCCc1cc(-c2n[nH]c(=S)o2)c2ccccc2n1	-5	-3	1	-14	2	0	-17	-0.1	1.4

# Single records (already shown). Screens in order: VLA-4 inh	GLD-1 TGE inh	Fam108B counter	BCLXL inh	PME-1 inh	GRK2 aptamer HTS	MCL1-BIM inh	Efflux pump mplx	MEX-5 binding
# O=C(Nc1ccc(S(=O)(=O)Nc2ccccc2F)cc1)N1CCCCC1 reads 5	5	2	0	8	3	1	0.1	-0.1
# Cc1cc(C(=O)Nc2ccccn2)cs1 reads 1	-1	5	-4	3	1	-3	-0.1	-2.7

# A portion of the library (hit frequency here may not be typical).
